mcGAS MS inh – inhibitors of Mus musculus cyclic GMP-AMP synthase, initial high-throughput assay, cell-free, RapidFire MS; Q8C6L5; recombinant mouse cGAS, cGAMP by RapidFire MS; inhibition, % at 12.5 µM; hit rate 0.18% among 130,000; AID 1259397, 2018;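 active = inhibition of cGAS enzyme activity at or above 60%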;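 note: enzyme stimulated by 45 bp dsDNA with ATP and GTP substrates; cGAMP share of summed cGAMP plus half ATP and half GTP signals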
Target sequence (Q8C6L5 whole entry, looked up): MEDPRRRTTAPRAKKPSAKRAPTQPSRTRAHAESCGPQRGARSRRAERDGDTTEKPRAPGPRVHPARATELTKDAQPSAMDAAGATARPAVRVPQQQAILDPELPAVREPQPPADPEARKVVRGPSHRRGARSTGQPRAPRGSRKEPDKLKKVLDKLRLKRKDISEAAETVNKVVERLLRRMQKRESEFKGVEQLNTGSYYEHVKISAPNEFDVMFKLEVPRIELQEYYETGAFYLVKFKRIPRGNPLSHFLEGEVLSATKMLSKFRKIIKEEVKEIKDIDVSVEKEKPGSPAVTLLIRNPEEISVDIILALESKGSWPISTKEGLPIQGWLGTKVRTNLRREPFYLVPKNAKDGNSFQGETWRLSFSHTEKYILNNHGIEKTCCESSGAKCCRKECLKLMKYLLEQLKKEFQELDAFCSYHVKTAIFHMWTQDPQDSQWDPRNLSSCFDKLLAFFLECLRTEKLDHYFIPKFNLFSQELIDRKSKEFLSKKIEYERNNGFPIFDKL
* hit, by the source's call; & = joins results of further samples. A portion of the library; the hit share may differ from the screen's.

SMILES	mcGAS MS inh
Cn1cc(NC(=O)c2ccccn2)cn1	-23
O=C(NCCCn1nc(-c2cccnc2)ccc1=O)c1ccc(F)cc1F	-6
Cc1cc(C)nc(CN2CCOC(c3ccc(Cl)c(Cl)c3)C2)n1 (stereo unspecified)	1
Cc1cccc(S(=O)(=O)NC(=O)C2(C)CCN2C(=O)c2ccccc2CCc2ccccc2)c1 (stereo unspecified)	-5
COc1ccccc1N(CCC(N)=O)C(=O)CN1CCCC1c1ccsc1 (stereo unspecified)	-5
O=C(NCc1ccc(Cn2cccn2)cc1)NCc1ccco1	-6
O=C(CN1CCN(C(=O)CCc2ccccc2O)CC1)Nc1ccccc1C(F)(F)F	-3
COc1ccc(Cl)cc1NC(=O)c1cc(S(=O)(=O)NCCC2=CCCCC2)ccc1F	-6
Cc1cc(C)nc(NS(=O)(=O)c2ccc(Br)s2)c1	1
Cc1nn(C)c(C)c1-c1ccnc(NCC(c2ccncc2)N2CCOCC2)n1 (stereo unspecified)	2
COc1ccc(CCc2nnc(CCC(=O)NCc3ccc(C)o3)o2)cc1	-4
COc1ccc(N)cc1-n1c(C)ccc1C	5
COc1ccccc1C(=O)N1CCOC(CCN(C)C)C1 (stereo unspecified)	-6
Fc1ccccc1COc1ccccc1CNc1nn[nH]n1	-26
Cc1cc(NCc2ccc(Cl)cc2)n(C2CCS(=O)(=O)C2)n1 (stereo unspecified)	-21&-11
Cc1sc2nc(C)n(CCO)c(=O)c2c1C	-3
O=S1(=O)C[C@@H](O)[C@H](n2cnnc2)C1	6
Cc1cc(C(C)NC(=O)Cn2c(C)csc2=O)c(C)s1 (stereo unspecified)	-8
Cc1cc(C(C)(C)C)cc(S(=O)(=O)NCCC(=O)O)c1C	-12
COc1ccc(N2C(=O)CCS2(=O)=O)cc1S(=O)(=O)N(C)CCc1ccncc1	-5
CC1(C)CC(c2nccn2CCCOc2cccnc2)CCO1 (stereo unspecified)	-9
Brc1ccc(CSc2nn3cnnc3s2)cc1	3
C#CCNC(=O)N1CCN(c2ncc(Br)cn2)CC1	-58
CC(=NNc1nnc(C)c(=O)[nH]1)c1ccncc1	-9
CNS(=O)(=O)C1CCN(C(=O)c2ccc3ccccc3c2)CC1	-10

Ordered by SMILES length (lowest first): part of the list above
SMILES	mcGAS MS inh
Cn1cc(NC(=O)c2ccccn2)cn1	-23
COc1ccc(N)cc1-n1c(C)ccc1C	5
Brc1ccc(CSc2nn3cnnc3s2)cc1	3
Cc1sc2nc(C)n(CCO)c(=O)c2c1C	-3
Fc1ccccc1COc1ccccc1CNc1nn[nH]n1	-26
COc1ccccc1C(=O)N1CCOC(CCN(C)C)C1 (stereo unspecified)	-6
CC1(C)CC(c2nccn2CCCOc2cccnc2)CCO1 (stereo unspecified)	-9
O=S1(=O)C[C@@H](O)[C@H](n2cnnc2)C1	6
Cc1cc(C)nc(NS(=O)(=O)c2ccc(Br)s2)c1	1
Cc1cc(C(C)NC(=O)Cn2c(C)csc2=O)c(C)s1 (stereo unspecified)	-8
CNS(=O)(=O)C1CCN(C(=O)c2ccc3ccccc3c2)CC1	-10
Cc1cc(C)nc(CN2CCOC(c3ccc(Cl)c(Cl)c3)C2)n1 (stereo unspecified)	1
O=C(NCCCn1nc(-c2cccnc2)ccc1=O)c1ccc(F)cc1F	-6
Cc1nn(C)c(C)c1-c1ccnc(NCC(c2ccncc2)N2CCOCC2)n1 (stereo unspecified)	2
O=C(CN1CCN(C(=O)CCc2ccccc2O)CC1)Nc1ccccc1C(F)(F)F	-3
COc1ccc(N2C(=O)CCS2(=O)=O)cc1S(=O)(=O)N(C)CCc1ccncc1	-5
Cc1cccc(S(=O)(=O)NC(=O)C2(C)CCN2C(=O)c2ccccc2CCc2ccccc2)c1 (stereo unspecified)	-5

Additional structures
SMILES	mcGAS MS inh
CCC(=O)NCC1CN(c2ccc(OC)cc2)C(=O)O1 (stereo unspecified)	-12
CN(C)S(=O)(=O)N1CCC2(CCCN(Cc3cccc(F)c3F)C2=O)C1 (stereo unspecified)	-8
Cn1c(SC2CCCc3ccccc32)nnc1-c1ccco1 (stereo unspecified)	3
Cc1cc(C(=O)NN2C(=O)CSC2c2ccc(-n3ccnc3)cc2)c(C)o1 (stereo unspecified)	-4
CCC1(C)NC(=S)N2N1C(=S)NC2(C)CC (stereo unspecified)	3
Fc1cccc(Cl)c1-c1nnc2ccc(C(F)(F)F)cn12	-23
Cn1cc(Br)cc1C(=O)O	-5
CN(Cc1ccccc1)c1ncccc1CNc1ncccc1Cl	-7
Cc1cnc2c(Cl)c(C(=O)N(C)Cc3ncccc3C)nn2c1	2
CC#CC(=O)N1CCC(CCC(=O)Nc2cccc(OC)c2)CC1	-2
Cn1nc(CC2CCN(C(=O)c3cnco3)CC2)n(-c2ccccc2)c1=O	-18
O=C(CCc1nc(-c2ccccc2)no1)Nc1nc2c(s1)CCC2	-28
CCCS(=O)(=O)N1CCC(c2n[nH]c(=S)n2CC)CC1	-4
CCc1ccc(Cl)c(CC)c1NC(=O)c1cnccn1	-5
CC(=O)Oc1c(C(=O)c2nnc(C)o2)c(=O)n(C)c2ccccc12	-6
FC(F)(F)CCc1ccnc(N[C@@H]2C[C@H]2c2ccccc2)n1	5
c1ccc(-c2ncn(CCCCN3CCCC3)c2-c2ccncc2)cc1	-2
c1ccc2c(c1)NC(c1ccsc1)n1c-2nc2ccccc21 (stereo unspecified)	3
CCC(C)(C)n1c(=O)[nH]c2c(c1=O)CCC2	-12
O=C(NCc1cccs1)c1csc(Nc2ccccc2)n1	-5
CCS(=O)(=O)N1CCC(C(=O)OCCc2ccccc2F)CC1	-10
Cc1ccc(-c2nnn(CC(=O)N3CCCCCC3)n2)cc1	1
CC1c2cccn2CCN1S(=O)(=O)c1ccc(Cl)c(C(F)(F)F)c1 (stereo unspecified)	-12&5
Cc1ccccc1-n1ncc(C(=O)N2CCC(C(N)=O)CC2)c1C1CC1	-7
CCn1c(=S)[nH]c2sc3c(c2c1=O)CCC(C)C3 (stereo unspecified)	-2

Random excerpt: two entries already listed
SMILES	mcGAS MS inh
Cn1c(SC2CCCc3ccccc32)nnc1-c1ccco1 (stereo unspecified)	3
CCC(C)(C)n1c(=O)[nH]c2c(c1=O)CCC2	-12

(continued)
SMILES	mcGAS MS inh
CCc1ccc(C(CNC2CS(=O)(=O)CC2O)N(C)C)cc1 (stereo unspecified)	4
CN1CC(=O)N(CC(=O)N2CCOC(c3ccc(Cl)c(Cl)c3)C2)C1=O (stereo unspecified)	-17
COc1cc(C(=N)N)ccc1OCc1ccccc1Cl	4
CSc1ccc(NS(=O)(=O)/C=C/c2ccc(Cl)cc2)cc1	-10
O=C(CSc1ccccc1Br)N1CCC1	5
O=C(C1CCCN(S(=O)(=O)c2cccs2)C1)N1CCC(N2CCCCC2)CC1 (stereo unspecified)	-4
c1ccc(Nc2nc(CN3CCSC4COCCC43)cs2)cc1 (stereo unspecified)	-12
COc1cccc(-n2nnc3c(=O)n(Cc4cccc(C(F)(F)F)c4)cnc32)c1	3
Cc1nc2sccn2c1-c1nc(-c2cc(Cl)ccc2Cl)cs1	-13
CC(C)(C)c1cc(C(=O)N2CCCCCC2CC(=O)c2ccccc2)n[nH]1 (stereo unspecified)	0
Cc1ccc(S(=O)(=O)NC2=C([n+]3cccc(C)c3)C(=O)c3ccccc3C2=O)cc1	-15
OC1(c2cccc(C(F)(F)F)c2)CCN(Cc2ncccc2F)CC1	-29
CCN1CCN(c2ncc3c(n2)CC(c2ccccc2O)CC3=O)CC1 (stereo unspecified)	-10
COc1ccc(NC(=O)N(CCN2CCOCC2)CC(=O)N(Cc2ccc(F)cc2)Cc2ccco2)cc1	-11
O=C(NCC(O)c1c(F)cccc1F)c1ccsc1 (stereo unspecified)	4
COc1c(S(=O)(=O)N2CCCC2)ccc(Cl)c1Cl	-1
Cc1ccc(S(=O)(=O)N/N=C2/C3CN4CCN(C3)CC2(c2ccccc2)C4)cc1	-2
COCC(O)CN1CCc2c(F)ccc(F)c2C1 (stereo unspecified)	5
OC[C@H]1O[C@@](CO)(O[C@@H]2O[C@H](CO)[C@@H](O)[C@H](O)[C@H]2O)[C@@H](O[C@@H]2O[C@H](CO)[C@@H](O)[C@H](O)[C@H]2O)[C@@H]1O	-4
COc1ccc(S(=O)(=O)NC(=O)C2(C)CCN2C(=O)Cc2cc(C)cc(C)c2)cc1 (stereo unspecified)	-8
CCc1nc(N)c(C#N)c(-c2cccn2C)c1C	8
Cc1nn(C)cc1-c1ccnc(NC(C)c2ccc(-n3cncn3)cc2)n1 (stereo unspecified)	-4
c1nc(Nc2ccc3c(c2)OCCCO3)c2sccc2n1	1
CCC1(C)C(=O)NCCN1Cc1cn[nH]c1C(=O)O (stereo unspecified)	3
Cc1ccc(S(=O)(=O)NC(c2ccccc2F)c2nccn2C)cc1 (stereo unspecified)	-5
(cont.)
SMILES	mcGAS MS inh
Cc1nc(N2CCCCC2)ncc1-c1cc(=O)[nH]c(Nc2ccccc2)n1	-2
Cc1ccccc1C1CC1C(=O)N1CCCCCC1CC(O)c1ccco1 (stereo unspecified)	0
Cc1cc(=O)[nH]c(-n2nc(C)c(CCC(=O)NCC(C)C)c2C)n1	-4
O=C(NCCc1ccc(N2CCCC2)cc1)C(=O)Nc1ccon1	-2
CC(C)(C)c1ccc(CC(=O)N2CCC2(C)C(=O)NCc2cccc3ccccc23)cc1 (stereo unspecified)	5
COc1cnc(N2C[C@H]3C[C@H](O)[C@@H](O)C[C@H]3C2)nc1	2
O=C(c1cn(CCN2CCCCC2)nn1)N1CCC(Oc2ccccc2F)CC1	9
Cc1cc(NC(=O)C2CC2C2CC2)n(C)n1 (stereo unspecified)	-2
COCC(=O)N1CCCN(C(=O)c2cc3ccc(C(C)C)cc3[nH]2)CC1	-1
COc1cccc(NC(=O)CCC2CCN(C(=O)[C@@H]3C[C@H]3c3ccccc3)CC2)c1	-8&3
Cn1c(=O)c2c(nc(CN3CCN(CCO)CC3)n2Cc2ccc(Cl)cc2Cl)n(C)c1=O	-4
Cc1cccc(C)c1OC1CN(C(=O)c2cnc3ccccn3c2=O)C1	-6
Cc1cc(C(=O)Nc2c(C)nc3ccccn3c2=O)ccc1[N+](=O)[O-]	15
COc1ccccc1CCNC(=O)N(C)C(C)c1cc2ccccc2o1 (stereo unspecified)	7
CCNC(=S)NC(=NCc1cccnc1)Nc1nc(C)cc(C)n1	-38
COc1cc(-n2ccnc2-c2ccc3c(c2)OCCO3)cc(OC)c1OC	-16
c1ccc2c(c1)sc1nncn12	19
CCCCc1cc(NC(=O)c2c[nH]c(=O)c(Br)c2)n[nH]1	2
COc1ccc(S(=O)(=O)NCC2CCCN(C(=O)CCn3cccn3)C2)cc1 (stereo unspecified)	-6
Cc1ccc2nc(C)c(NC(=O)CC(C)(C)C)c(=O)n2c1	7
COc1ccc(OC)c(S(=O)(=O)n2nnc3ccccc32)c1	-2
O=C(CN(CCN1CCCC1)c1ccccc1)NCc1ccco1	4
Cc1ccc(S(=O)(=O)N2CCCN(CCCn3c(=O)[nH]c4ccccc43)CC2)cc1	-3
OC(c1ccc(F)c(F)c1)c1nc(-c2cncnc2)cs1 (stereo unspecified)	10
O=c1c2cc3c(=O)n(C4CCCC4)ccc3nc2ccn1CCN1CCOCC1	-10
The results go on:
SMILES	mcGAS MS inh
N#Cc1cn(-c2cc(Cl)ccn2)c(=O)[nH]c1=O	-3
N#CC1C=Cc2ccccc2C1C(=O)/C=C/c1ccccc1 (stereo unspecified)	-17
CCN(Cc1noc(CC(C)C)n1)C(=O)CCN1CCCCO1	9
CCOC1=CC(=Cc2c(N)n3nc(-c4ccccc4C)sc3nc2=O)C=CC1=O	-2
Cc1ccc(Oc2ccc(NC3CCOC3=O)cc2)nc1 (stereo unspecified)	0
O=C(Nc1cccc(-c2nc3ccccc3o2)c1)c1coc2ccccc2c1=O	-6
CC(O)(c1ccccc1)c1nc(-c2ccoc2)cs1 (stereo unspecified)	8
Cc1ccccc1CCNC(=O)c1c(C)nn(C)c1C	0
CCc1ccc(S(=O)(=O)N2CCCC(CNC(=O)c3ccccc3Cl)C2)cc1 (stereo unspecified)	-11
COCCN1CCC(C(=O)NC23CC4CC(C2)CC(n2cncn2)(C4)C3)C1 (stereo unspecified)	-10
CN(CC(=O)O)S(=O)(=O)c1ccc(Br)cc1	4
CSC(C)C(=O)NCc1cccnc1Oc1c(C)cccc1C (stereo unspecified)	-13
Cc1ccccc1Cn1nc(-c2cccs2)ccc1=O	-12
CC1CCN(C(=O)CCNC(=O)[C@@H]2C[C@@H]3C=C[C@H]2C3)CC1	-14
Cc1ccc(C(=O)O)cc1NS(=O)(=O)c1ccc(Cl)cc1	-6
CCn1c(C2CCCN(C(=O)c3cc(C)c(C)n(C)c3=O)C2)nn(C)c1=O (stereo unspecified)	-6
COc1ccccc1N1CCN(C2CCCN(Cc3ccc4nonc4c3)C2)CC1 (stereo unspecified)	-14
CCN1CC(CCN2CCOCC2)C(C(c2ccccc2)c2ccccc2)C1=O (stereo unspecified)	-3
CC1CCCCN1c1onc(-c2ccccc2)c1CNCCN(C)C (stereo unspecified)	-17
Cn1cc(I)c(-c2nc(-c3nonc3N)no2)n1	1
O=C(NCCCO)c1ccc2nc(-c3ccccc3)c(-c3ccccc3)nc2c1	1
CC(C)C(C(=O)O)n1cncn1 (stereo unspecified)	2
Cc1ccc(S(=O)(=O)NC(=O)NN2CCCCCC2)cc1	-3&2&15
Cc1c(C(=O)NCc2ccc(F)cc2)sc(=O)n1Cc1ccc(S(C)(=O)=O)cc1	-14
Cc1cc(C(F)(F)F)n2nc(C(=O)N3CCCC(c4ccn[nH]4)C3)cc2n1 (stereo unspecified)	-25
CN(C)N=Cc1cc([N+](=O)[O-])ccc1O	27
O=c1[nH]n2c(=O)c3c([nH]c2c1Cc1cccc(Br)c1)CCCC3	-6
Cc1cnc(C)c(N2CC[C@@H](N3CCN(CCc4ccccc4)CC3)[C@H](O)C2)n1	-31

Screening results from PubChem.
